DSG3 Ab inh = inhibitors of pemphigus antibody binding to human desmoglein-3; P32926; DSG3-coupled beads, scFv-anti-DSG3-GFP binding, flow cytometry; active compounds read low; binding (percent of control), % at 10 µM; 0.48% of 310,000 active;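 active = binding more than 3 SD below its plate's average and above zero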;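 note: hits lower antibody fragment binding to DSG3; some compounds called inactive have numbers as strong as hits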
SUMO Mot1 rescue = inhibitors of SUMOylation pathway: yeast Mot1-301 growth rescue | S. cerevisiae Mot1-301 growth rescue, ATP luminescence, 38.5C; percent above DMSO median, 100 means doubled | growth rescue, % at 18.8 µM | 1% of 320,000 active;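 active = every valid replicate shows activation above 250% relative to neutral control wells; inactive = the rest, any valid replicate at or below 250%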;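 note: OY570 slx delta 5 strain wells were the positive control but not used for scaling; some compounds called inactive have numbers as strong as hits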
HTR5A inv ag = counter-screen for OPRM1-OPRD1 inverse agonists: human HTR5A inverse agonism; inhibition, % at 9.3 µM; 0.083% of 340,000 active; HTR5A cell line, luminescence; in the data active = inhibition mostly above about 23%, no sharp cut-off; inactive = mostly below about 18%;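 note: 0% = cells with DMSO and 100% = no-cell wells with DMSO; some compounds called inactive have numbers as strong as hits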
PfHsp90 set2 = growth inhibition of yeast expressing Plasmodium Hsp90. S. cerevisiae expressing PfHsp90, BacTiter-Glo ATP, 48 h; yeast lacking PDR1 and PDR3 efflux regulators. inhibition, % at 9.4 µM. 0.32% of 310,000 active. AID 504621;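 active = every replicate shows inhibition above about 80%, whatever the replicate mean, limit read from the data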;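 note: 0% = DMSO neutral controls and 100% = 20 µM radicicol positive controls; yeast relying on Plasmodium falciparum Hsp90 in place of its own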
phage Ecoli inh = E. coli growth loss with phage present | growth absorbance | inhibition, % at 11.9 µM | 0.26% of 360,000 active; in the data active = inhibition above about 11%
HTR5A ag = activates human HTR5A in OPRM1-OPRD1 agonist counter-screen | 0.61% of 340,000 active | activation, % at 9.3 µM | HTR5A agonist assay, luminescence, cell-based | P47898; in the data active = activation mostly above about 9.5%, no sharp cut-off; inactive = mostly below about 7.6%;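 note: 0% = cells with vehicle only and 100% = reference agonist; strong numbers were not always called active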
E coli growth = bacterial growth inhibition, counter-screen for AddAB inhibitors. E. coli V3065 growth, OD600 absorbance, 18 h. 0.27% of 330,000 active. inhibition, % at 11.9 µM. AID 449728;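 active = inhibition above the campaign's mean inhibition across all tested compounds plus 3 SD, cut at about 9.9% in these data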;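 note: uninfected addAB+ strain grown without phage in ampicillin broth; 0% = DMSO wells and 100% = ciprofloxacin 0.95 µg/ml wells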
MOR-DOR inv ag = inverse agonists of human mu-delta opioid receptor heterodimerization; cell-based MOR-DOR heterodimer luminescence, inverse agonism; inhibition, % at 9.3 µM; 0.21% of 340,000 active; AID 504357; in the data active = inhibition above about 22%, passing the limit was not always enough;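 note: 0% = cells with DMSO and 100% = wells without cells with DMSO; values of inactives mirror those of a sister screen read the other way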
Target sequence (P35372 whole entry, looked up): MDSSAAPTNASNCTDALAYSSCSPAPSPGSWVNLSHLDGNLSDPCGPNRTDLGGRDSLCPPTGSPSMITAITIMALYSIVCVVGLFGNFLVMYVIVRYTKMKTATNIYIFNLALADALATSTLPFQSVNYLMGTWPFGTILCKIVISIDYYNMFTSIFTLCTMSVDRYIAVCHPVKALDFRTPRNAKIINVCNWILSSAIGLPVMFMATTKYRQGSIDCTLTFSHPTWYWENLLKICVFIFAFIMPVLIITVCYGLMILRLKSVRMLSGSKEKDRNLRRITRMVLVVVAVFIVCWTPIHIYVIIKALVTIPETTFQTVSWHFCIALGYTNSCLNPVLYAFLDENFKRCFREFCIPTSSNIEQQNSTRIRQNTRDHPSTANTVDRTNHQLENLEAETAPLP
Target sequence (P41143 whole entry, looked up): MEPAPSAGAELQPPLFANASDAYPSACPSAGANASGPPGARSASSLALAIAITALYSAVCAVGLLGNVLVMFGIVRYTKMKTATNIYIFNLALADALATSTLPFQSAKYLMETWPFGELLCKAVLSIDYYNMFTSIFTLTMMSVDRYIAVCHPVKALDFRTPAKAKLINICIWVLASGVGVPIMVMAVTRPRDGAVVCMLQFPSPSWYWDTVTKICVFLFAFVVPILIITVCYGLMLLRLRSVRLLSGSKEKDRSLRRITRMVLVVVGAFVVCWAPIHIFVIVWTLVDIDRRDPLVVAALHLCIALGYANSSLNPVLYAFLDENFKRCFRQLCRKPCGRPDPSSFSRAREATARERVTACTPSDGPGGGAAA
AddAB inh = less growth of phage-infected E. coli with AddAB; E. coli expressing H. pylori AddAB, absorbance growth; inhibition, % at 11.9 µM; 0.29% of 330,000 active; in the data active = inhibition above about 12%;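 note: 0% = vehicle wells of infected cells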
PKA-R1A activ = activators of PKA-R1A complex. PKA-R1A dissociation, Cy5-IP20 fluorescence polarization; scaled: DMSO 0%, 113 µM cGMP 100%. P00514+P68181. activation, % at 11.4 µM. 0.083% of 340,000 active;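 active = percent activation above the mean of all tested compounds plus 3 SD, cut at about 19% in these data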;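 note: higher means more PKAc released from R1A so a rise in polarization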
MOR-DOR ag = OPRM1-OPRD1 heterodimerization agonism; P35372+P41143; cells, luminescence; activation, % at 9.3 µM; 0.3% of 340,000 active; in the data active = activation above about 18%;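 note: 0% = vehicle-treated cells and 100% = reference agonist; values of inactives mirror those of a sister screen read the other way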
The depositor's hits bear a star; . = no result given.

canonical_smiles | E coli growth | PfHsp90 set2 | HTR5A inv ag | PKA-R1A activ | MOR-DOR inv ag | DSG3 Ab inh | MOR-DOR ag | AddAB inh | phage Ecoli inh | SUMO Mot1 rescue | HTR5A ag
CCCCn1c(SCc2ncc(-c3ccccc3)o2)nc2cc(S(N)(=O)=O)ccc21 | -1.0 | . | -9 | -8 | -34 | . | 5.8 | -0.2 | -0.6 | -9 | 4
Cc1ccc(-c2cnc(SCCNC(=O)c3ccco3)[nH]2)cc1 | -1.0 | 4 | -30 | -8 | -1 | 100 | 0.1 | 1.9 | 3.8 | 2 | 1
NC(N)=NC(N)=Nc1ccc2ccccc2c1 | 1.6 | 5 | -6 | -5 | 0 | 97 | -0.1 | 1.8 | 1.7 | 174 | 2
O=C(c1ccc(Cl)cc1)C1CCN(CC(=O)N2CCCCC2)CC1 | -1.6 | 5 | -11 | 0 | -2 | 105 | 0.3 | 0.4 | 1.1 | -3 | 4
Fc1cccc(CSc2nc3ccncc3[nH]2)c1 | 0.8 | 7 | 10 | -16 | 9 | 98 | -1.6 | 1.4 | 3.1 | 389 | -3
CCOC(=O)C(=CNc1ccccc1N1CCOCC1)C(=O)OCC | -0.8 | -10 | 1 | 7 | 1 | 97 | -0.1 | 1.6 | -1.0 | -19 | -2
COc1ccc(N(C(=O)c2ccc(S(=O)(=O)N3CCCC3)cc2)C2C=CS(=O)(=O)C2)cc1 (stereo not given) | -1.5 | -31 | -1 | 11 | 13 | 101 | -2.5 | 2.7 | 0.4 | -3 | 7
CCOC(=O)C1(CCc2ccccc2)CCN(Cc2ccn[nH]2)CC1 | 0.3 | -2 | -24 | 4 | 5 | 97 | -0.9 | 0.5 | 1.4 | -3 | 3
O=C(C1CC1)N1N=C(c2ccccc2)CC1(O)C(F)(F)C(F)(F)F (stereo not given) | 1.0 | -4 | -12 | -16 | -35 | 122 | 7.1 | 1.2 | 3.1 | -11 | 3
CCCC(O)(CCC)C(=O)NN(C(=O)OC)c1ccccc1 | 2.3 | -4 | -1 | -3 | 10 | 105 | -1.8 | 1.6 | 2.5 | -3 | 0
Cc1ccc(C)c(NC(=O)C(=O)NCC2CCCN2S(=O)(=O)c2cccs2)c1 (stereo not given) | 0.7 | . | 12 | -1 | 1 | 109 | -0.1 | 2.0 | -1.3 | -2 | -4
Cc1ccc(OCCCCN2CCc3ccccc3C2)cc1 | 2.2 | -2 | -3 | 6 | -20 | 104 | 4.3 | 2.1 | 4.1 | 197 | 1
Cc1cc(NS(=O)(=O)c2ccc(NC(=O)c3cccnc3)cc2)nc(C)n1 | 0.1 | 6 | -4 | -2 | 11 | 107 | -2.1 | 0.9 | 0.1 | -22 | 2
COC(=O)C1C2C=CC(C3CC23)C1C(=O)OCC(=O)c1ccc(OC)cc1 (stereo not given) | -0.9 | -13 | -7 | -5 | 5 | . | -0.9 | 2.1 | 1.8 | . | 2
CCN(CC(=O)NC1CCS(=O)(=O)C1)S(=O)(=O)c1ccccc1 (stereo not given) | -0.6 | -17 | -3 | -11 | 13 | 100 | -2.5 | -1.6 | 3.9 | 2 | 0
C=C[C@@H]1c2cc(C)ccc2N(S(=O)(=O)c2ccc(C)cc2)[C@H](c2ccccc2)C1(C#N)C#N | -0.9 | -7 | -27 | -3 | 9 | 100 | -1.5 | -0.4 | 0.8 | -5 | 9
COc1ccc(S(=O)(=O)N(CC(=O)NCc2ccncc2)c2cc(C)cc(C)c2)cc1OC | -1.4 | 17 | 15 | 5 | 11 | 105 | -2.1 | 0.6 | 3.0 | -4 | -1
Cc1cc(=O)oc2cc(OCC3CC(c4ccccc4)=NO3)ccc12 (stereo not given) | -0.5 | -32 | -10 | 7 | -5 | 109 | 0.8 | 0.3 | . | -8 | 2
COc1ccc2nc(Cl)cc(Cl)c2c1 | -0.2 | -15 | -15 | 2 | 6 | 98 | -1.1 | 2.6 | 5.0 | -9 | 6
Cc1c(C(=O)OCC(=O)N2c3ccccc3CC2C)oc2ccccc12 (stereo not given) | 0.3 | -1 | -12 | 4 | 0 | 100 | 0.0 | 0.3 | 3.9 | -5 | -2
COCCCNc1oc(-c2ccccc2Cl)nc1C#N | 1.0 | 2 | -19 | 0 | 11 | 81 | -1.7 | 2.3 | 3.3 | -1 | 4
CCOc1ccc(CN(C)C(=O)c2ccc3ccccc3n2)cc1 | -1.5 | -15 | -12 | 0 | 10 | 91 | -1.6 | -0.5 | 0.1 | -8 | 4
C=C(C)CSc1nnc2n(N)c(=O)c3ccccc3n12 | 2.8 | 36 | -23 | 2 | 5 | 105 | -1.0 | 3.4 | 0.7 | 144 | -4
C[C@@]12C(=O)N(c3ccccc3)C(=O)N1[C@@H]1c3ccccc3OC[C@@H]1[C@H]2c1ccccc1 | 1.1 | 0 | 16 | -7 | -12 | 102 | 2.1 | 4.2 | 4.0 | 81 | -1
COc1cccc(CNC(=O)CN(C)S(=O)(=O)c2ccc3c(c2)c(=O)n(C)c(=O)n3C)c1 | 0.9 | -41 | -23 | 0 | -1 | 109 | 0.2 | -0.9 | 1.8 | 5 | 8

Complete entries, looked up by structure.
Cc1cc(=O)oc2cc(OCC3CC(c4ccccc4)=NO3)ccc12 (stereo not given) in the list: E coli growth = -0.5; PfHsp90 set2 = -32; HTR5A inv ag = -10; PKA-R1A activ = 7; MOR-DOR inv ag = -5; DSG3 Ab inh = 109; MOR-DOR ag = 0.8; AddAB inh = 0.3; phage Ecoli inh = .; SUMO Mot1 rescue = -8; HTR5A ag = 2
NC(N)=NC(N)=Nc1ccc2ccccc2c1 in the list: E coli growth = 1.6; PfHsp90 set2 = 5; HTR5A inv ag = -6; PKA-R1A activ = -5; MOR-DOR inv ag = 0; DSG3 Ab inh = 97; MOR-DOR ag = -0.1; AddAB inh = 1.8; phage Ecoli inh = 1.7; SUMO Mot1 rescue = 174; HTR5A ag = 2

Further results
canonical_smiles | E coli growth | PfHsp90 set2 | HTR5A inv ag | PKA-R1A activ | MOR-DOR inv ag | DSG3 Ab inh | MOR-DOR ag | AddAB inh | phage Ecoli inh | SUMO Mot1 rescue | HTR5A ag
O=C(O)C(Nc1nc(C(F)(F)F)nc2ccccc12)c1ccccc1 (stereo not given) | -0.9 | 15 | -14 | -3 | 10 | 105 | -2.0 | 1.6 | -0.6 | 10 | 5
O=C1Nc2c(Cl)cc(Cl)cc2C1=O | . | -12 | -11 | 12 | -66 | 92 | 13 | . | -0.6 | . | 3
CCOc1ccc(S(=O)(=O)NCCC(=O)NCC(c2ccc(OC)cc2)N2CCCC2)cc1 (stereo not given) | -0.5 | 1 | 4 | -1 | -2 | 102 | 0.5 | 2.0 | -0.4 | 35 | -2
O=C(CCn1c(=O)sc2ccccc21)NCCCn1ccnc1 | -2.7 | 9 | -1 | 1 | 23 | 121 | -5.0 | 1.1 | 0.5 | -16 | -1
Clc1ccc(CSC2=NCCCN2)cc1Cl | 2.9 | -8 | -10 | -2 | 12 | 104 | -2.0 | 5.2 | 5.0 | 39 | 2
CC(=O)C1CCC2C3CC(C)C4(O)CC(=O)CCC4(C)C3C(O)CC12C (stereo not given) | . | 9 | -5 | -13 | 16 | 122 | -3.1 | . | 1.2 | . | 1
CCCNc1c(NS(=O)(=O)c2cccs2)c(=O)oc2ccccc12 | -0.8 | -6 | -38 | -6 | 7 | . | -1.3 | 2.9 | -0.4 | 15 | 9
Cc1cc(C(=O)OCC(=O)N(CC(C)C)c2c(N)n(Cc3ccccc3)c(=O)[nH]c2=O)c(C)o1 | 0.6 | . | -9 | -7 | 1 | 101 | -0.2 | 1.2 | 1.9 | 16 | 3
CC(C)(C)c1ccc(C(=O)N2CCC(C(=O)NCCC3=CCCCC3)CC2)cc1 | -0.4 | 1 | -12 | 10 | -15 | 101 | 2.5 | 0.8 | 0.1 | 1 | 5
CCc1ccc(NS(=O)(=O)c2cc3c(cc2C)n(C)c(=O)c(=O)n3C)cc1 | 0.3 | 21 | 0 | -5 | -14 | 105 | 2.7 | 7.5 | 1.7 | -3 | 0
O=C(COC(=O)c1ccc(F)cc1)NCc1ccc(F)cc1 | -1.0 | 5 | 3 | 4 | 7 | . | -1.8 | 3.3 | 3.3 | 13 | -1
CCCCCOC(=O)NCCOC(=O)Nc1ccc(C(=O)OCC)cc1 | 1.5 | -22 | 4 | 2 | -25 | 105 | 4.6 | -1.6 | 3.4 | 67 | 2
CC1=C(C(=O)OC(C)C)C(C)NC(=O)N1 (stereo not given) | 3.2 | 9 | 0 | 1 | 10 | . | -2.0 | 2.0 | 3.0 | 3 | 0
CCOCc1nnc(NC(=O)c2ccco2)s1 | -2.4 | 68 | -13 | -3 | 13 | . | -2.5 | 2.9 | 2.4 | -2 | -2
O=C(CCc1ccccc1)NNC(=O)c1ccco1 | 0.3 | 0 | -16 | 11 | 2 | 103 | -0.4 | 1.2 | 1.4 | -13 | 10
CCN1CCN(c2cc(C)c3cc(NC(=O)c4ccc5c(c4)OCO5)ccc3n2)CC1 | -0.3 | 1 | -4 | -12 | -7 | 92 | 1.3 | 2.9 | 0.8 | 34 | 2
Cc1nn(Cc2noc(C(=O)NCC3CCCO3)n2)c(C)c1Br (stereo not given) | 1.7 | -9 | 5 | -2 | 15 | 99 | -3.0 | 3.2 | 1.2 | . | 4
CN(C)c1ccc(-c2nnn(CC(=O)NCc3ccc4c(c3)OCO4)n2)cc1 | -1.3 | 26 | 14 | 14 | -1 | 109 | 0.3 | -0.2 | 4.1 | . | 4
CCOc1ccc(S(=O)(=O)Nc2ccn(C)n2)cc1 | -0.6 | -17 | -5 | -11 | -5 | 99 | 1.2 | 1.3 | 1.1 | . | 2
CC(C)Oc1ccc(C(CC(=O)O)NC(=O)CSc2ncn[nH]2)cc1 (stereo not given) | 0.6 | 18 | -1 | -5 | 2 | 91 | -0.3 | 1.5 | 2.8 | 18 | 0
Cc1cc(OCCCn2cnc3ccccc3c2=O)ccc1[N+](=O)[O-] | -2.2 | -2 | -7 | 5 | -2 | 95 | 0.3 | -0.5 | 2.7 | -3 | 2
CC(Sc1nc(N)cc(N)n1)C(=O)NCC1CCCO1 (stereo not given) | -0.9 | 3 | -13 | -11 | 8 | 101 | -2.1 | -0.9 | 1.3 | 34 | 5
CC(C)(C)c1ccc(-c2nnc(SCC(=O)O)n2N)cc1 | -0.5 | . | 12 | -3 | 8 | 104 | -1.7 | 0.9 | 1.6 | 2 | -3
O=C(CCc1ccccc1)Nc1ccc(NS(=O)(=O)c2ccccc2)cc1 | -3.4 | -31 | 6 | -7 | -6 | 99 | 1.4 | -1.0 | 2.1 | -10 | -2
CNC(=O)CC1C(=O)N(C)C(=S)N1NC(=O)c1ccccc1 (stereo not given) | 0.5 | -5 | -12 | 8 | 5 | 114 | -1.0 | -0.3 | 0.4 | -13 | 3
O=S(=O)(c1ccc(Cl)cc1)n1cccn1 | 0.7 | -3 | -33 | 3 | 5 | 109 | -1.1 | 1.6 | 1.0 | -11 | 4
CCOC(=O)c1c(C)n(C)c2ccc(O)c(CN3CCCCC3)c12 | -1.4 | -2 | -10 | -3 | 10 | 106 | -2.3 | 6.4 | 2.9 | -10 | 2
COCCCNC(=O)CN(c1cc(Cl)ccc1OC)S(C)(=O)=O | -1.0 | 6 | -9 | 6 | 14 | 78 | -2.8 | 3.1 | 2.8 | -5 | 3
O=C(Nc1ccc2c(c1)OCO2)Nc1ccccn1 | 2.1 | 0 | 14 | -5 | -3 | 89 | 0.5 | 2.7 | 3.6 | -18 | -6
